A3G deaminase = inhibitors of human APOBEC3G DNA deaminase | Q9HC16 | recombinant A3G, ssDNA deamination FAM/TAMRA fluorescence | inhibition, % at 20 µM | 330,000 tested, 0.28% active | AID 493012;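 active = inhibition of at least 40% at 20 µM, with no more than 30% in the related APOBEC3A deaminase screen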;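 note: plate controls were DMSO wells with A3G for no effect and wells lacking A3G enzyme for full effect; some compounds called inactive have numbers as strong as hits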
Target sequence (Q9HC16 whole entry, looked up): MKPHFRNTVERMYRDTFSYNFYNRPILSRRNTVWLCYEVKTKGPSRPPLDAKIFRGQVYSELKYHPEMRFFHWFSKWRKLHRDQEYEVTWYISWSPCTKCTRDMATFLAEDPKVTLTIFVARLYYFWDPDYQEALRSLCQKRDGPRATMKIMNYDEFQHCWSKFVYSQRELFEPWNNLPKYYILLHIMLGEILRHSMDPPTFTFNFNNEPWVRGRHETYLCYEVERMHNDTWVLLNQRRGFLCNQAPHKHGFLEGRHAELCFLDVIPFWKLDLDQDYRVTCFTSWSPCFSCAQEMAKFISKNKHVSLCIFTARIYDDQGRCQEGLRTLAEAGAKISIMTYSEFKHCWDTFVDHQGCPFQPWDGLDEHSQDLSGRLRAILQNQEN
NALP3 yeast inh = NALP3 inhibition in yeast; inhibition, % at 10 µM; 330,000 tested, 0.39% active; AID 2825; Yeast reconstituted NLRP3/ASC/caspase-1, beta-gal luminescence, 24 h;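 active = inhibition of 50% or more; inactive = inhibition below 50%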;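 note: plate controls were induced DMSO wells for no effect and uninduced yeast grown without galactose for full effect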
TIM10 inh = inhibits growth of TIM10 yeast strain. AID 463195. inhibition, % at 10 µM. S. cerevisiae TIM10 strain growth, BacTiter-Glo luminescence, 24 h. 330,000 tested, 1.4% active;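 active = inhibition of 40% or more at the single tested concentration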;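 note: wild-type TIM10 isogenic control strain grown at permissive 25 °C; 0% = DMSO yeast wells and 100% = minimal medium wells without yeast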
tim10-1 inh = inhibits growth of tim10-1 mutant yeast; 330,000 tested, 2.2% active; S. cerevisiae tim10-1 ts strain growth, BacTiter-Glo, 24 h; inhibition, % at 20 µM;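 active = inhibition of at least 40%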;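 note: mutant grown at 25 °C; 0% = DMSO wells with yeast and 100% = wells holding no yeast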
APOBEC3A inh = inhibitors of human APOBEC3A DNA deaminase. P31941. recombinant A3A, FAM/TAMRA ssDNA deamination fluorescence. inhibition, % at 20 µM. 330,000 tested, 0.41% active;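 active = at least 40% inhibition at 20 µM here, with at most 30% in a related deaminase screen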;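 note: plate controls were A3A with DMSO for no effect and wells lacking A3A enzyme for full effect; some results filed as inactive read as strong as hits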
Target sequence (P31941 whole entry, looked up): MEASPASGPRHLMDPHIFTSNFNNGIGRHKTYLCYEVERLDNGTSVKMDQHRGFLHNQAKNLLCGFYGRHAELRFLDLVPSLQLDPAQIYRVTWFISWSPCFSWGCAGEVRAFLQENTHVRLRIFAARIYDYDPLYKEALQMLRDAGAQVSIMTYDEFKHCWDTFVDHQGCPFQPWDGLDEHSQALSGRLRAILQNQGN
beta cell repl = inducers of beta-cell replication in MIN6 cells; proliferation, % at 10 µM; 330,000 tested, 0.29% active; AID 2380; MIN6 cells proliferation, ATPlite luminescence, 48 h; cells starved in 0.2% serum; 100% = growth in 10% serum;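 active = compounds whose signal lies at least 3.5 SD above the mean of all wells on their plate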;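 note: 0% = DMSO-treated cells in low-serum medium and 100% = 10% serum control; some compounds called inactive have numbers as strong as hits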
hIAP block = human IAP inhibition; purified IAP, CDP-Star luminescence, 30 min; 330,000 tested, 0.12% active; inhibition, % at 10 µM;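 active = inhibition reaching a set limit with compound at 10 µM in the primary screen, cut at about 35% in these data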;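 note: plate controls were DMSO wells with enzyme for no effect and no-enzyme buffer wells for full effect; values of inactives mirror those of a sister screen read the other way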
Target sequence (P09923 whole entry, looked up): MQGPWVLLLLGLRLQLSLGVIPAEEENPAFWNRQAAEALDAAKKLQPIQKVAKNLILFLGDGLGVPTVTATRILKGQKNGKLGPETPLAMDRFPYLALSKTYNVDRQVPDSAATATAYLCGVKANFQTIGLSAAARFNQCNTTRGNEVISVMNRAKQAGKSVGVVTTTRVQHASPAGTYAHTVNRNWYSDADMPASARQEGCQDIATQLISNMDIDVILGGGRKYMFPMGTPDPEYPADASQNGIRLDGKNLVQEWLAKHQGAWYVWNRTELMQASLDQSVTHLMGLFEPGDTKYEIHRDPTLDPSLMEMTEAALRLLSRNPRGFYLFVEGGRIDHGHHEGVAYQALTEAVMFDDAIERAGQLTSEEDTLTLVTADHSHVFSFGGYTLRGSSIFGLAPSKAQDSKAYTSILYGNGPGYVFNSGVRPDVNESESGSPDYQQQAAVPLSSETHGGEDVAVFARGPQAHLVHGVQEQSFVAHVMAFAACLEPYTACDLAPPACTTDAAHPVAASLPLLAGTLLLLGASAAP
mIAP inh = blocks mouse intestinal alkaline phosphatase; purified mouse IAP, CDP-Star luminescence, 30 min; inhibition, % at 10 µM; 330,000 tested, 0.2% active; AID 2806;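 active = inhibition of at least 40% at 10 µM in the primary screen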;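 note: plate controls were DMSO with enzyme for no effect and no enzyme wells for full effect; values of inactives mirror those of a sister screen read the other way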
mIAP activ = increases mouse intestinal alkaline phosphatase activity | muIAP, CDP-Star luminescence, 30 min; stronger effect = higher value; 1 = vehicle-only enzyme signal, 0 = enzyme-free wells | activation factor at 10 µM | 330,000 tested, 0.24% active | AID 2805;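 active = activation factor of at least 2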; note: the source names both 10 and 20 µM as test concentration; values of inactives mirror those of a sister screen read the other way
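System: mouse IAP enzyme. Reagent: CDP-Star chemiluminescent phosphatase substrate. Benchmarks: DMSO wells, no-enzyme wells. Times: 30 min enzyme-substrate-compound incubation at room temperature. Detection: luminescence from enzymatic CDP-Star hydrolysis. Doses: test compounds delivered from DMSO solution.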
* marks the source's active call; other numbers are inactive results.

SMILES	A3G deaminase	NALP3 yeast inh	TIM10 inh	tim10-1 inh	APOBEC3A inh	beta cell repl	hIAP block	mIAP inh	mIAP activ
COc1cccc(CNC(=O)C2CCN(S(=O)(=O)c3c(C)nn(C)c3C)CC2)c1	-5	-6	0	7	-5	-2	-12	5	0.95
CSc1nsc(SCC(=O)Nc2ccc(O)c(C(=O)O)c2)n1	-5	9	-4	-1	3	-2	-19	9	0.91
CC(C)(C)NC(=O)COc1ccc(CNCCc2ccccc2)cc1	0	12	-2	8	-1	3	-7	-3	1
O=C(N/N=C/c1ccc(O)c(O)c1O)/C(=C/c1ccc([N+](=O)[O-])cc1)NC(=O)c1ccccc1	36	3	-2	9	39	-5	1	55*	0.45
CCCCn1c(-c2sccc2C)n[nH]c1=S	40	14	-5	17	-5	3	-9	0	1
CCOC(=O)c1[nH]c(C)c(C(=O)OCC(=O)NCc2ccc(Cl)cc2)c1C	-2	10	-10	0	1	-2	-3	-10	1.1
O=c1[nH]c(N2CCOCC2)nc2ncn(Cc3ccccc3)c12	-5	1	-1	6	-2	-3	-22	1	0.99
CCOc1ccc(NC(=O)CN2CCN(c3ccccc3C)CC2)cc1S(=O)(=O)N1CCCC1	-10	12	9	15	0	-6	2	-12	1.1
C=CCNc1nc(NCCN2CCOCC2)nc(OC)n1	0	13	-7	-17	2	-1	-40	-11	1.1
CCOC(=O)c1ccc2c(c1)n(CC)c(/C=C/Nc1ccccc1)[n+]2CC	8	21	-16	5	32	-4	3	-5	1.1
CCc1ccc(OCC(=O)N/N=C/c2ccc(OS(=O)(=O)c3ccc(C)cc3)c(OC)c2)cc1	-2	13	23	29	0	-5	1	6	0.94
COc1ccc2nc3oc(C(=O)N4CCN(c5cccc(C(F)(F)F)c5)CC4)cc3cc2c1	-4	12	14	5	-1	2	4	10	0.9
C[C@@H](NC(=O)C(=O)c1c[nH]c2ccccc12)c1ccccc1	-4	11	-17	-12	0	-3	0	-6	1.1
CCN(CC)c1ccc(C(=O)N/N=C(\C)c2ccc(O)cc2)cc1	-5	7	-8	17	-3	5	5	-2	1
C=CCNC(=O)CCc1nnc(C2(c3ccc(Cl)cc3)CCC2)o1	-5	4	-1	31	-2	2	-18	3	0.97
Cc1c(OC(C)C(=O)NCCN2CCOCC2)ccc2c3c(c(=O)oc12)CCC3 (stereo not drawn)	0	2	3	0	1	-2	7	-12	1.1
O=C(NCCc1ccccn1)c1ccc(OC2CCN(Cc3ccccn3)CC2)cc1	0	10	6	5	-1	0	-16	-4	1
Cn1cc(S(=O)(=O)NCc2ccc(F)cc2)c(=O)n(C)c1=O	-2	0	5	-3	0	-1	-8	-2	1
c1ccc(-c2nn3nnnc3c3ccccc23)cc1	-1	-11	11	8	2	-2	-4	0	1
CCc1cc(C(=O)Cc2ccccn2)c(O)cc1O	-9	4	10	29	-2	-3	-4	-11	1.1
Cc1cc(C)cc(NC(=O)N2CCc3ccccc3C2)c1	-7	53*	9	26	-5	-2	-25	2	0.98
COc1cccc(-c2nnc(-c3ccco3)o2)c1	-4	3	-2	-12	-3	-2	-6	-10	1.1
O=S(=O)(c1ccc(Oc2ccccc2)cc1)N1CCOCC1	-3	-7	-15	31	-2	-1	-6	0	1
CCOc1ccc(/C=C/C(=O)Nc2ccc(C(N)=O)cc2)cc1OC	2	-2	8	2	7	5	-2	-8	1.1
CCCCn1c(N)c(N(CC)C(=O)COc2ccc(C#N)cc2)c(=O)[nH]c1=O	-4	15	-2	-6	2	1	-6	-4	1
SMILES	A3G deaminase	NALP3 yeast inh	TIM10 inh	tim10-1 inh	APOBEC3A inh	beta cell repl	hIAP block	mIAP inh	mIAP activ
COc1ccccc1-c1cc(C(=O)NC(C)c2ccccc2)no1 (stereo not drawn)	-7	15	9	37	1	-1	7	4	0.96
CCOC(=O)c1ccc(NC(=O)C2CC3CCC2C3)cc1 (stereo not drawn)	-7	33	-1	-1	-1	-3	-3	-14	1.1
O=c1[nH]c(=O)n(Cc2ccco2)c2c1C(C(F)(F)F)(C(F)(F)F)N=C(Cc1ccccc1)N2	3	12	-16	13	1	0	-2	-12	1.1
COc1ccc(S(=O)(=O)Nc2cc(C)c(O)cc2C(C)C)cc1	-6	14	25	-1	-3	-3	-14	2	0.98
CCCCn1c(N)c(N(CCOC)C(=O)CN2c3ccccc3CC2C)c(=O)[nH]c1=O (stereo not drawn)	-9	19	24	19	1	-2	5	6	0.94
Cc1ccc(OCc2cc(C(=O)N3CCc4sccc4C3)no2)cc1C	-5	19	-1	2	-1	-5	2	2	0.98
COc1ccc(CNCC(=O)Nc2cc(OC)cc(OC)c2)cc1	-3	22	15	24	-1	-7	4	0	1
CCOC(=O)c1sc(NC(=O)c2c(C)nn(Cc3ccccc3)c2C)cc1C	-4	22	61*	43*	-3	-4	19	-6	1.1
CCCCOC(=O)c1ccc(NC(=O)COC(=O)CSc2nc(C)cc(C)n2)cc1	-4	3	0	46*	0	0	-12	-8	1.1
COc1ccnc(N=CNOCc2ccc(C)cc2)c1C#N	-1	14	3	-3	0	-3	17	9	0.91
O=[N+]([O-])c1ccc2nonc2c1Nc1cccc(F)c1	-7	13	9	-4	-3	3	14	10	0.9
CCCCN(C)Cc1c(O)ccc2c(-c3ccccc3)cc(=O)oc12	-3	15	0	11	1	-3	9	0	0.99
O=C(COC(=O)C1(c2ccccc2F)CCCC1)N1CCOCC1	-6	20	1	-7	3	0	-15	-3	1
O=C(COC(=O)c1cc(=O)[nH]c2ccccc12)NC1CCCC1	-8	6	4	-1	-1	-4	4	8	0.92
Cc1ccc(S(=O)(=O)N2CCOC23CCN(C(=O)c2ccc(Cl)cc2Cl)CC3)cc1	-1	4	10	37	-2	-6	-10	2	0.97
CCOC(=O)C1=C(CS(=O)(=O)c2ccc(C)cc2)NC(=O)NC1c1cc(OC)c(OC)c(OC)c1 (stereo not drawn)	-2	15	-26	10	-3	0	-7	1	0.99
C/C(CC(=O)Nc1cccc(Cl)c1Cl)=N\NC(=O)c1ccccc1Br	2	9	23	27	4	-4	-12	21	0.79
CN1C(=O)CC(P(=O)(c2ccccc2)c2ccccc2)N(C)C1=O (stereo not drawn)	0	1	-4	-2	3	3	-5	-6	1.1
COc1ccc2nc(C)cc(N3CCC(C(N)=O)CC3)c2c1	0	-8	-8	11	0	-1	-4	-18	1.2
COC(=O)C1=C(N)Oc2cc(C)n(CCc3ccccc3)c(=O)c2C1c1cccnc1 (stereo not drawn)	4	5	13	12	8	-1	2	-9	1.1
NC(=O)c1ccc(NC(=O)CN2CCN(c3ccccc3)CC2)cc1	-6	15	-9	-13	-6	-2	-12	-12	1.1
CCOC(=O)C(NC(=O)c1cccc(Cl)c1)(OCc1ccccc1)C(F)(F)F (stereo not drawn)	-2	11	21	16	0	1	-2	5	0.95
CCn1cc(CN2CCCC(C(=O)Nc3cccc(-c4cc5ccccc5[nH]4)c3)C2)cn1 (stereo not drawn)	-8	12	-3	26	-7	-6	-8	-3	1
CCn1cnc2cc(NS(=O)(=O)c3ccc(OC)c(OC)c3)ccc21	-2	5	-1	4	9	1	-2	-9	1.1
COc1ccc(OC)c(Nc2cc(-c3ccccc3)nc(N)n2)c1	-3	50	14	1	-3	-6	7	10	0.9

Molecules above containing a furan ring, fused or not (3):
SMILES	A3G deaminase	NALP3 yeast inh	TIM10 inh	tim10-1 inh	APOBEC3A inh	beta cell repl	hIAP block	mIAP inh	mIAP activ
COc1ccc2nc3oc(C(=O)N4CCN(c5cccc(C(F)(F)F)c5)CC4)cc3cc2c1	-4	12	14	5	-1	2	4	10	0.9
COc1cccc(-c2nnc(-c3ccco3)o2)c1	-4	3	-2	-12	-3	-2	-6	-10	1.1
O=c1[nH]c(=O)n(Cc2ccco2)c2c1C(C(F)(F)F)(C(F)(F)F)N=C(Cc1ccccc1)N2	3	12	-16	13	1	0	-2	-12	1.1

Next part:
SMILES	A3G deaminase	NALP3 yeast inh	TIM10 inh	tim10-1 inh	APOBEC3A inh	beta cell repl	hIAP block	mIAP inh	mIAP activ
O=C(Nc1ccc(Cl)c(C(F)(F)F)c1)C(=O)N1CCCCC1	-6	10	20	30	4	0	5	-5	1
Cc1nc(SCC(=O)NC(C)(C#N)C2CC2)c2c(-c3cccs3)csc2n1 (stereo not drawn)	-3	43	20	23	3	1	5	-10	1.1
Cc1ccc(C(=O)OCC(=O)NC2CC2)s1	-3	13	-4	11	0	-1	-7	1	0.99
COc1ccc(N2CCN(C(=O)CNC(=O)c3ccc(Br)o3)CC2)cc1	-7	4	9	15	-5	4	13	3	0.97
COc1cccc(CNC(=O)CN(C)S(=O)(=O)c2ccc(Br)s2)c1	-7	9	-4	-11	-1	0	-2	8	0.92
O=[N+]([O-])c1ccc(-c2nc(NCC3CCCO3)c3ccccc3n2)cc1 (stereo not drawn)	4	21	3	26	3	-4	2	-3	1
COCCNc1ccnc2c(Cl)cccc12	0	12	-5	16	2	-1	3	-8	1.1
Cc1nn(-c2ccccc2)c(Cl)c1C(=O)N(C)CC(=O)Nc1cccc(F)c1	-11	9	9	31	-2	2	-2	-7	1.1
COc1ccc(CC(=O)N/N=C/c2cc(Br)cs2)cc1OC	-7	23	4	5	-2	2	-6	-1	1
O=C(C1CCN(S(=O)(=O)c2cccc3nsnc23)CC1)N1CCc2ccccc21	-7	-5	23	30	-2	-3	0	3	0.97
CCc1ccc(CN(C)CC(=O)Nc2ccc3c(c2)CCC3)cc1	2	25	13	19	6	-6	16	-14	1.1
Cc1nn(CCc2nn[nH]n2)c2nc(C(F)(F)F)cc(C(F)(F)F)c12	0	0	-4	-1	5	-1	4	-9	1.1
NS(=O)(=O)c1ccc(CCNC(=O)c2ccccc2Cc2ccccc2)cc1	-5	10	-5	-20	1	-3	-1	-4	1
COc1ccc(CCC(=O)NCc2ccco2)cc1	7	8	-1	2	12	-2	10	3	0.97
CN(c1ccccc1C(=O)N1CCN(c2ccccc2F)CC1)S(=O)(=O)c1ccccc1	-7	17	13	20	-2	1	-6	8	0.92
Cc1c(C(=O)CN2CCCC(C)(C)C2)c2ccccc2n1C	-7	9	16	1	-4	-5	14	8	0.92
CCN(CC(=O)Nc1c(F)cccc1F)C(=O)CNC(=O)c1ccc(Br)o1	-3	18	2	11	3	0	6	-8	1.1
C/C(=N\OCC(=O)Nc1c(C)cc(C)cc1C)c1ccc2c(c1)OCCO2	-13	13	17	31	2	1	2	-1	1
CCCc1cc(C(=O)N2CCCC(Nc3ccc(C)c(C)c3)C2)n(C)n1 (stereo not drawn)	-3	16	17	20	-2	-3	-20	6	0.94
N#Cc1ccc(-c2ccc(F)cc2)nc1Sc1ccccc1	-3	4	-8	3	3	-1	8	4	0.96
Cc1nc2cc(NC(=O)N3CCC(c4ccccc4)C3)ccc2n1C (stereo not drawn)	-5	10	15	13	-2	-2	-3	0	1
CC1=C(C(=O)N2CCOCC2)C(c2ccc(-c3ccccc3)cc2)NC(=S)N1 (stereo not drawn)	-8	-7	0	11	-1	-1	8	4	0.96
COc1ccc(CNc2ccc3c(c2)CCC3)cc1OC	-5	3	-3	-7	-4	-1	7	2	0.98
Cc1onc(-c2ccccc2Cl)c1C(=O)N(C)Cc1ccccc1	-6	2	14	7	-3	0	1	6	0.94
CC(=O)c1ccc(NC(=O)C(C)Sc2nnc3ccccn23)cc1 (stereo not drawn)	-5	21	-2	-13	-3	-2	1	-7	1.1
Cc1ccc(C(C)C)c(OCC(=O)Nn2c(=O)[nH]c3ccccc3c2=O)c1	1	7	-11	16	3	0	-1	-5	1.1
C/C(=N\NC(=O)c1nnn(-c2nonc2N)c1CN1CCCCC1)c1ccccc1O	2	7	32	25	0	-4	-41	-2	1

Compound activity deposited in PubChem BioAssay by Sanford-Burnham Center for Chemical Genomics.
